Compound activity as filed in PubChem BioAssay.
Runt-SMMHC FRET: inhibitors of RUNX1 Runt–CBFb-SMMHC binding, primary screen, biochemical, FRET, Cerulean-Runt, Venus-CBFb-SMMHC, uHTS | Cerulean-Runt/Venus-CBFb-SMMHC FRET ratio 530/480, 1 h | Runt-related transcription factor 1 (Homo sapiens) + Core-binding factor subunit beta … | 0.74% of 220,000 active | AID 1434, 2008 | inhibition, % at 20 µM;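 active means mean inhibition across duplicate retests at 20 µM reaching about 50%, limit read from the data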;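 further: 0% = DMSO wells and 100% = wells with excess untagged CBFb-SMMHC; inhibitors lower the FRET ratio by blocking Runt binding to CBFb-SMMHC; some results filed as inactive read as strong as hits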
NPY-Y2 PAM-ag: NPY-Y2 potentiators or agonists, primary screen, cell-based; Neuropeptide Y receptor type 2 (Homo sapiens), P49146; cells expressing NPY-Y2, potentiator/agonist read-out; activation, % at 3.6 µM; 0.45% of 220,000 active; in the data active means activation above about 27%;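 further: cells stimulated with NPY near EC25 plus isoproterenol at EC100; 0% = vehicle plus submaximal agonist and 100% = vehicle plus saturating agonist; some results beyond the cut were filed as inactive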
NPY-Y1 PAM-ag: NPY-Y1 receptor potentiators or agonists, primary screen, cell-based. activation, % at 3.6 µM. AID 1304, 2008. Neuropeptide Y receptor type 1 (Homo sapiens), P25929. NPY-Y1 expressing cells, potentiator/agonist activation. 0.37% of 220,000 active; in the data active means activation above about 33%, passing the limit was not always enough;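 further: cells stimulated with NPY at EC10 then isoproterenol at EC100; 0% = low agonist plus stimulus and 100% = saturating agonist plus stimulus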
Runt-CBFb FRET: inhibitors of RUNX1 Runt–CBFb binding, primary screen, biochemical, FRET, Cerulean-Runt, Venus-CBFb, uHTS; Runt-related transcription factor 1 (Homo sapiens) + Core-binding factor subunit beta …; Cerulean-Runt/Venus-CBFb FRET ratio 530/480, 1 h; inhibition, % at 20 µM; 0.46% of 220,000 active; AID 1496, 2009;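 active means inhibition over about 50% at 20 µM in the single-dose screen, limit read from the data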;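 further: 0% = DMSO wells and 100% = excess unlabeled CBFb competitor control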
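Assay system: Cerulean-tagged RUNX1 Runt domain (FRET donor) fusion protein / Amount: 100 nM each of Venus-CBFb and Cerulean-Runt domain / Medium: Tris buffer pH 7.5 with salts and BSA / Also added: Venus-CBFb 100 nM / Schedule: 1 h complex formation plus 1 h compound treatment, room temperature / Signal: FRET fluorescence / Read-out: loss of energy transfer signal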
RBBP9 inhibitor: human RBBP9 inhibitors, primary screen, biochemical, fluorescence polarization, FP-Rh probe, HTS; Serine hydrolase RBBP9 (Homo sapiens), O75884; recombinant RBBP9; 0.2% of 220,000 active; inhibition, % at 7.94 µM;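 active means inhibition above the campaign mean of all tested compounds plus 3 SD, cut at about 14% in these data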;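 further: plate controls were DMSO wells with RBBP9 for no effect and wells lacking RBBP9 protein for full effect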
Target sequence (O75884 whole entry, looked up): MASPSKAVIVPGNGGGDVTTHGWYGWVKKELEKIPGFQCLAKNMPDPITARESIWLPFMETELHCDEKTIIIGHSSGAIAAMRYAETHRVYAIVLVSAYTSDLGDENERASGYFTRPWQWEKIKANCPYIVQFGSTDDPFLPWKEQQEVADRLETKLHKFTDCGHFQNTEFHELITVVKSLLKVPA
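Test system – recombinant human RBBP9 · Input – RBBP9 2.5 µM in dispensing solution, pre-mixing · Medium – Tris buffer pH 8.0, NaCl, Pluronic · Schedule – preincubation 30 min plus labeling 45 min at 25 °C · Measured by – fluorescence polarization · Measure – % inhibition · Controls – DMSO and no-protein wells · Replicates – one well per compound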
NPY Y1 blocker: NPY-Y1 receptor antagonists, primary screen, cell-based. HEK293-CNG Y1 cells, membrane potential fluorescence; NPY at EC95, then isoproterenol. inhibition, % at 3.6 µM. 1% of 200,000 active;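 active means inhibition above the campaign mean inhibition of all tested compounds plus 3 SD, cut at about 20% in these data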;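 further: 0% = DMSO wells given NPY plus isoproterenol and 100% = isoproterenol alone without NPY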
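Benchmarks – high control isoproterenol alone, low control NPY with isoproterenol · Material – HEK293 Y1/CNG channel cell line · Times – dye 3 h, compound 60 min room temperature, stimulation 45 min · Probe or stimulus – NPY (25 nM), isoproterenol (1 µM), Ro 20-1724 (25 µM) · Evaluation – % inhibition of NPY effect · Signal – fluorescence, membrane potential probe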
p97 inhibitor: inhibitors of human p97 ATPase, primary screen, biochemical; 0.42% of 220,000 active; recombinant p97 ATPase, Kinase-Glo ATP luminescence, 3 h; Transitional endoplasmic reticulum ATPase (Homo sapiens), P55072; inhibition, % at 8 µM; in the data active means inhibition above about 15%;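 further: 0% = DMSO vehicle and 100% = wells lacking enzyme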
Target sequence (P55072 whole entry, looked up): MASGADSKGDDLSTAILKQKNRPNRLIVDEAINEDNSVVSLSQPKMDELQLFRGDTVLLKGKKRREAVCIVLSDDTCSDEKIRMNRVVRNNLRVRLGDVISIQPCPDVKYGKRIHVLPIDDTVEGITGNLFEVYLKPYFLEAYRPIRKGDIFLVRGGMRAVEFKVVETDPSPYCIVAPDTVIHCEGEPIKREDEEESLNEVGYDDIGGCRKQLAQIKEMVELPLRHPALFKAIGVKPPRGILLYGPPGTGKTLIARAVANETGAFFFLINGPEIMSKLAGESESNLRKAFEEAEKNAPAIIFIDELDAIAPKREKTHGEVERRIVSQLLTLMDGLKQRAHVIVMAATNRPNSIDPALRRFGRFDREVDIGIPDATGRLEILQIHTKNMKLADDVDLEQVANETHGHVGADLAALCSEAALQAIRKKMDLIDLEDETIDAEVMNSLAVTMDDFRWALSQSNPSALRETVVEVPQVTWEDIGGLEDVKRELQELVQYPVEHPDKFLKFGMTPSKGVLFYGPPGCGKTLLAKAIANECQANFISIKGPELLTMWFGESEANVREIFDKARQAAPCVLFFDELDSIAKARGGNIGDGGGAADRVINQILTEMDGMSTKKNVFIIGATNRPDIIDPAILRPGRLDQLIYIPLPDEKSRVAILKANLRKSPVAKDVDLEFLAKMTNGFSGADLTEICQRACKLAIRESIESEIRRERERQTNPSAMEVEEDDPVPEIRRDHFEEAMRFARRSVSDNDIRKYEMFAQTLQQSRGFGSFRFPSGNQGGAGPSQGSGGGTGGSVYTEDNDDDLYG
Hck Nef HTS: inhibitors of Nef-activated human Hck kinase, primary screen, biochemical, Z-Lyte FRET, 384-well, Hck-YEEI; Recombinant Hck-YEEI plus Nef, Z-Lyte FRET kinase assay; 0.68% of 220,000 active; inhibition, % at 20 µM; Tyrosine-protein kinase HCK (Homo sapiens), P08631;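 active means Hck-Nef kinase inhibition above about 50%, limit read from the data; inactive means inhibition below that limit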;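 further: 0% = DMSO with Hck plus Nef and 100% = Hck alone without Nef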
Mdm2 ligase inh: MDM2-luciferase reporter signal enhancers, primary screen, MDM2 E3 ligase inhibitor project, cell-based, luminescence, 1536-well. signal enhancement, % at 5 µM. 0.11% of 210,000 active. cell-based MDM2 ubiquitination luciferase reporter, 2 h; 0 = plate control, 100 = twice control, blank-subtracted. E3 ubiquitin-protein ligase Mdm2 (Homo sapiens), Q00987;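 active means signal enhancement of 30% or more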;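 further: luminescence tracks abundance of the self-degrading MDM2-luciferase fusion protein; higher signal means inhibition of MDM2 E3 ligase activity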
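Test system: stable mammalian line carrying autodegrading MDM2–luciferase fusion reporter; quantity: 2000 cells in each well; times: 4 h cell settling then 2 h compound exposure, 37 °C; detection: luminescence with SteadyLite reagent, 15 min at room temperature; evaluation: percent signal gain over controls, blank-subtracted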
Starred values were filed as active, the others as inactive; / = no result given.

SMILES	Runt-SMMHC FRET	NPY-Y2 PAM-ag	NPY-Y1 PAM-ag	Runt-CBFb FRET	RBBP9 inhibitor	NPY Y1 blocker	p97 inhibitor	Hck Nef HTS	Mdm2 ligase inh
CC(=O)N(CCCCN1C(=O)c2ccccc2C1=O)c1ccc(C)cc1	4	-1	6	0	-4	9	1	-11	-8
COc1ccc(/C=N/NC(=O)CN(C2=NS(=O)(=O)c3ccccc32)c2ccccc2)cc1	-2	15	8	-1	-6	-2	3	2	-7
C=COCCNC(=O)C(=O)NCC(C)C	/	-3	-8	/	-3	4	0	-1	/
O=C(NC(=S)Nc1nc2c(s1)CSc1ccccc1-2)c1ccccc1	20	-19	9	26	-14	0	3	1	-29
Cc1ccc(CN2CCN(/N=C/c3ccc(C)s3)CC2)c(C)c1	9	0	7	0	1	7	3	2	9
CC(C)(C)C1CCc2c(sc3ncn(N)c(=N)c23)C1 (configuration not stated)	3	-14	-34	2	-9	/	-2	13	-14
CCN(CC)CCCOc1ccc(C)cc1Br	2	-31	-32	0	-8	9	-4	1	-7
Cc1sc(-c2ccncc2)nc1OC(=O)c1ccc(Cl)cc1	-53	-5	2	-21	1	8	-4	-4	-18
O=Cc1ccc(OC(=O)C2CC(=O)N(c3ccc(F)cc3)C2)cc1 (configuration not stated)	-1	-10	-1	-2	-9	-1	0	-21	-20
CCN(CC)c1ccc(C(=O)N/N=C(\C)c2ccc(O)cc2)cc1	-2	-7	-2	1	-6	-2	3	-2	6
O=C(O)c1cccc2cccnc12	0	-14	-3	5	-5	2	-1	-17	-15
CCCOc1ccccc1Cn1c(=O)oc2ccc(C)cc21	0	-29	-42	-1	-15	20*	-3	0	-10
O=C1CCc2cc(S(=O)(=O)N3CCC(C(=O)NC4CCCCCCC4)CC3)ccc2N1	-2	-12	-8	3	0	5	-1	2	-33
CCOC(=O)C=C1CCN(c2ncc(C(F)(F)F)cc2Cl)CC1	59	1	7	-2	-9	2	4	0	-17
Cc1noc(C)c1COC(=O)c1cc(F)c(F)cc1Cl	0	15	-3	-3	-10	-3	3	1	-11
COCCSc1ccccc1C(=O)NCCc1ccccc1	3	1	19	6	-6	5	5	15	6
CC(=O)Cc1nsc(NC(=O)c2oc(-c3ccccc3Cl)cc2C)n1	0	1	-1	1	1	8	4	24	-14
Cc1cc(C(F)(F)F)n2nc(-c3cnn(C)c3C(F)(F)F)c(Cl)c2n1	-1	-15	-28	-3	-8	6	2	1	-18
O=C(CSc1nc2ccccc2[nH]1)Nc1c(F)cccc1F	1	-16	0	4	-1	4	5	-1	-9
CSc1ccc(C2c3[nH]c4ccccc4c3CCN2C(=O)c2ccnn2C)cc1 (configuration not stated)	1	-15	-6	-2	-10	11	-5	16	-7
COc1cc(NC(=O)c2c(Cl)cnn2C)c(OC)cc1Cl	0	-6	-9	1	-2	2	3	24	-2
Cc1ccc(/C=N/n2c(C)nnc2C)s1	4	-4	1	0	-15	1	-1	0	-8
COc1ccc(C2C=C(C34CC5CC(CC(C5)C3)C4)NC(=S)N2)cc1OC (configuration not stated)	1	14	4	-2	3	-3	6	0	-5
O=C(c1ccc(-c2ccc(Cl)cc2Cl)o1)N1CCOCC1	-2	-2	-1	2	-4	2	6	19	2
Cc1cc(/C=N/n2cnnc2)c(C)n1-c1ccccc1	-4	17	-1	1	-5	3	2	-22	-27
SMILES	Runt-SMMHC FRET	NPY-Y2 PAM-ag	NPY-Y1 PAM-ag	Runt-CBFb FRET	RBBP9 inhibitor	NPY Y1 blocker	p97 inhibitor	Hck Nef HTS	Mdm2 ligase inh
CCOc1nc2ccccc2cc1/C=C/C(=O)O	0	-18	-3	3	-9	3	-1	18	-15
COC(=O)c1cc(NC(=O)c2ccc(F)cc2)cc(C(=O)OC)c1	-2	8	-10	2	-7	1	2	22	-2
CN(C)C(=O)COC(=O)c1ccccc1NC(=O)c1ccco1	3	4	-1	0	-7	2	1	17	-1
Cc1ccsc1/C=N/NC(=O)c1sccc1C	2	1	-17	0	-5	0	-4	2	-30
COc1cc(/C=C2\C(=O)N(c3ccc(NC(C)=O)cc3)N=C2c2ccccc2)ccc1O	-4	-3	-7	-4	-3	-5	7	34	-7
CCNc1ccc(S(=O)(=O)NCCN(C)C)cc1[N+](=O)[O-]	-3	2	14	-1	-3	-2	6	-5	4
COc1ccc(C2NC(=O)C(C)S2)cc1 (configuration not stated)	-1	13	-14	1	-12	5	0	-19	-8
O=S(NCc1ccccc1)C12CC3CC(CC(C3)C1)C2 (configuration not stated)	-3	10	-8	1	1	-1	-1	6	-3
NC(=O)c1ccsc1NC(=O)CN1C(=O)C2CC=CCC2C1=O (configuration not stated)	-2	15	13	-3	11	-3	3	7	-8
COc1ccc(NS(=O)(=O)c2ccc(N3CC(O)=C(c4ccccc4)C3=N)cc2)cc1	-5	5	-1	-1	1	/	5	14	1
O=c1[nH]c2c(s1)C=Nc1ccccc1N2	-17	3	-4	-1	-10	-1	3	-3	-13
COc1ccc(C(=O)Cn2ccsc2=NC(C)=O)cc1	-4	1	4	-1	-9	-2	7	21	-17
CC(C)CN(C(=O)COC(=O)c1ccc(-c2ccccc2)cc1)C1CCS(=O)(=O)C1 (configuration not stated)	2	-12	3	-5	1	7	0	21	-7
O=C(NCCc1ccccc1)C1CCN(S(=O)(=O)c2ccc(-n3cnnn3)cc2)CC1	1	3	-10	-1	-4	-8	-2	0	-2
COc1cccc(C(C(=O)NC(C)(C)C)N(CCC(C)C)C(=O)CCC(=O)Nc2cc(C)on2)c1OC (configuration not stated)	0	1	-2	-6	-7	6	-5	21	-5
Clc1ccccc1-c1nc(-c2ccccc2)n[nH]1	-6	-5	-1	2	-7	-4	1	-2	-21
O=C1c2cnc3nc(SCc4cccc(Cl)c4)nn3c2CC2c3ccccc3CCN12 (configuration not stated)	38	4	-6	-13	-6	3	7	10	-3
O=C(Nc1nccs1)c1cccc(NC(=O)c2ccco2)c1	-1	-6	0	2	-3	-2	5	16	-6
O=C(Nc1ccc(S(=O)(=O)NCc2ccccc2)cc1)c1ccc(Br)o1	2	-5	1	-1	-11	0	-7	-7	-16
CCc1ccc(OCCCC(=O)Nc2cccc(C(=O)O)c2)cc1	-1	-5	13	1	-5	/	-5	11	-1
CCCC1NC(=O)NC(C)=C1C(=O)OCC (configuration not stated)	4	8	8	3	-4	-2	0	-17	-6
Cc1ccc(OCC(=O)N2c3ccccc3CC2C)c([N+](=O)[O-])n1 (configuration not stated)	1	12	15	3	-12	-3	6	20	-8
O=C(Nc1cc([N+](=O)[O-])ccc1F)c1cccs1	3	5	1	1	-2	-2	4	6	2
CCOC(=O)C1=C(CC)Nc2ccccc2N=C1NC(=O)c1ccc(S(=O)(=O)N2CCCC2)cc1	4	14	6	0	-3	2	1	-1	0
O=C(CSc1nnc(-c2ccc(O)cc2)o1)N1CCOCC1	-9	10	6	-2	-3	5	9	-1	-11

Some of the entries so far, bar-delimited.
smiles | Runt-SMMHC FRET | NPY-Y2 PAM-ag | NPY-Y1 PAM-ag | Runt-CBFb FRET | RBBP9 inhibitor | NPY Y1 blocker | p97 inhibitor | Hck Nef HTS | Mdm2 ligase inh
O=c1[nH]c2c(s1)C=Nc1ccccc1N2 | -17 | 3 | -4 | -1 | -10 | -1 | 3 | -3 | -13
COc1ccc(C(=O)Cn2ccsc2=NC(C)=O)cc1 | -4 | 1 | 4 | -1 | -9 | -2 | 7 | 21 | -17
CC(C)CN(C(=O)COC(=O)c1ccc(-c2ccccc2)cc1)C1CCS(=O)(=O)C1 (configuration not stated) | 2 | -12 | 3 | -5 | 1 | 7 | 0 | 21 | -7

(next part)
SMILES	Runt-SMMHC FRET	NPY-Y2 PAM-ag	NPY-Y1 PAM-ag	Runt-CBFb FRET	RBBP9 inhibitor	NPY Y1 blocker	p97 inhibitor	Hck Nef HTS	Mdm2 ligase inh
COCCN1C(=O)c2ccccc2C(C(=O)NCCCN2CCCC2)C1c1c[nH]c2ccccc12 (configuration not stated)	-3	-1	-4	-2	-13	-6	-5	-10	-8
CC(NC(=O)Cn1cccc1C(=O)c1ccccc1)c1ccc2c(c1)OCCO2 (configuration not stated)	-2	-4	-10	0	1	4	1	-1	-20
CCOc1ccc2[nH]c(=O)c(CN(CC3COCCO3)C(=O)C3CC3)cc2c1 (configuration not stated)	-3	-6	0	2	-8	-4	1	2	-17
CCC(C)(C)C1CCC2(CC1)NC(=S)N(c1ccccc1)N2 (configuration not stated)	3	-6	16	6	-5	/	3	10	-9
N#Cc1cc2cc3c(cc2nc1N1CCOCC1)OCO3	109*	16	3	97*	-1	0	4	10	9
COc1ccc(OC)c(C2=NOC(C(=O)NCCN3CCOCC3)C2)c1 (configuration not stated)	0	-2	-9	4	-7	4	-4	0	2
CN(C(=O)CSc1nnnn1-c1ccc(O)cc1)C1CCS(=O)(=O)C1 (configuration not stated)	2	6	7	1	-8	-9	-3	-3	-3
CCCCN1C[C@H](O)[C@@H](O)[C@H](O)[C@H]1CO	4	3	-3	0	-8	1	3	-4	/
CCOC(=O)c1cc2n(n1)C(C(F)(F)C(F)(F)F)CC(C)N2 (configuration not stated)	-3	-4	-5	-1	-8	10	4	-1	6
CN(C)/C=C(/C(=O)c1ccccc1Cl)S(=O)(=O)c1ccccc1	/	-17	-9	/	-4	39*	4	0	/
COc1ccc(OC)c(C2C(C#N)=C(N)Oc3c2c(C)nn3-c2ccc(C)cc2)c1 (configuration not stated)	-3	7	1	0	-3	2	-1	4	-11
O=C(Nc1ccccc1)N1CCCc2ccccc21	-3	2	-13	1	-5	-4	1	4	14
COc1ccc(-c2[nH]ncc2CN(C)Cc2nonc2C)c(OC)c1	-1	-2	6	-1	-9	-1	-1	10	10
